Screening results: PubChem BioAssay, several laboratories
SDO1 yeast rescue – growth rescue of sdo1-depleted yeast, primary screen, S. cerevisiae, bone marrow failure model; 0.21% of 140,000 active; S. cerevisiae sdo1-depleted JHY4D growth rescue, OD600 30 h; hits give high values; pdr5 snq2 efflux-pump mutant strain; z-score at 10 µM;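 active = z-score above 3 at both the 24 hr and the 30 hr optical density reads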;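 note: z-score against mean and SD of all compound wells on the same plate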
Insulin prom inh – inhibitors of insulin promoter-driven GFP, primary screen, imaging, TRM-6 cells (human fetal islet line), eGFP reporter, cell count | reporter expression induced with tamoxifen | 0.9% of 130,000 active | inhibition, % at 2 µM;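 active = inhibition above the mean plus 3 SD, with well images judged a real hit on visual review, cut at about 60% in these data, passing the limit was not always enough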
SDO1 yeast rescue Rescue 24 h – recorded beside SDO1 yeast rescue, whose call it bears; z-score; S. cerevisiae sdo1-depleted JHY4D growth rescue, OD600; measured here: growth rescue at 24 h;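 0 is the plate mean of compound wells and units are plate SD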
* = called active by the depositor. An excerpt (hit frequency here may not be typical).

SMILES	SDO1 yeast rescue	SDO1 yeast rescue Rescue 24 h	Insulin prom inh
CN(C)CCCN1c2ccccc2Sc2ccccc21	0.14	-1.28	19.1
Cc1nnc(NS(=O)(=O)c2ccc(N)cc2)s1	0.57	0.57	23.8
C[C@]12CC[C@H]3[C@@H](CCC4=CC(=O)CC[C@@]43C)[C@@H]1CC[C@@H]2C(=O)CO	-2.57	-2.74	34.8
CC(=O)[C@H]1CC[C@H]2[C@@H]3C[C@H](C)C4=CC(=O)CC[C@]4(C)[C@H]3[C@@H](O)C[C@]12C	-1.12	-0.55	-18.2

Just SDO1 yeast rescue Rescue 24 h and Insulin prom inh, for some of the entries so far:
SMILES,SDO1 yeast rescue Rescue 24 h,Insulin prom inh
Cc1nnc(NS(=O)(=O)c2ccc(N)cc2)s1,0.57,23.8
C[C@]12CC[C@H]3[C@@H](CCC4=CC(=O)CC[C@@]43C)[C@@H]1CC[C@@H]2C(=O)CO,-2.74,34.8

Taken from above:
SDO1 yeast rescue Rescue 24 h with C[C@]12CC[C@H]3[C@@H](CCC4=CC(=O)CC[C@@]43C)[C@@H]1CC[C@@H]2C(=O)CO → -2.74
SDO1 yeast rescue Rescue 24 h with Cc1nnc(NS(=O)(=O)c2ccc(N)cc2)s1 → 0.57
